Autofluor Jurkat = counter-screen for VLA-4 integrin: compound autofluorescence in Jurkat cells; fluorescence ratio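 (tested at 10 µM compound in the well)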; flow cytometry; stronger effect = higher value; 1 = vehicle-only cell background; AID 576; hit rate 0.61% among 24,000;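 active means fluorescence ratio above 2.44, which is 1 plus 3 SD of all ratios; inconclusive means signal too bright to measure linearly, ratio around 10 or more; inactive means fluorescence ratio below 2.44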;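 further: green fluorescence of cells measured with 488 nm excitation and 530 nm emission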
VLA-4 antagonist = blocks LDV-FITC ligand binding to Mn2+-activated human VLA-4 integrin; inhibition, % at 10 µM (by protocol); AID 529; hit rate 0.2% among 24,000; Jurkat cells, LDV-FITC binding with Mn2+, flow cytometry; 100% = Mn2+-driven binding gain fully reversed; P13612;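 active means inhibition above 50%; inconclusive means compound itself fluorescent, judged against control cell fluorescence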;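 further: 0% = Mn2+ stimulated cells lacking compound and 100% = ligand binding without Mn2+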
Target sequence (P13612 whole entry, looked up): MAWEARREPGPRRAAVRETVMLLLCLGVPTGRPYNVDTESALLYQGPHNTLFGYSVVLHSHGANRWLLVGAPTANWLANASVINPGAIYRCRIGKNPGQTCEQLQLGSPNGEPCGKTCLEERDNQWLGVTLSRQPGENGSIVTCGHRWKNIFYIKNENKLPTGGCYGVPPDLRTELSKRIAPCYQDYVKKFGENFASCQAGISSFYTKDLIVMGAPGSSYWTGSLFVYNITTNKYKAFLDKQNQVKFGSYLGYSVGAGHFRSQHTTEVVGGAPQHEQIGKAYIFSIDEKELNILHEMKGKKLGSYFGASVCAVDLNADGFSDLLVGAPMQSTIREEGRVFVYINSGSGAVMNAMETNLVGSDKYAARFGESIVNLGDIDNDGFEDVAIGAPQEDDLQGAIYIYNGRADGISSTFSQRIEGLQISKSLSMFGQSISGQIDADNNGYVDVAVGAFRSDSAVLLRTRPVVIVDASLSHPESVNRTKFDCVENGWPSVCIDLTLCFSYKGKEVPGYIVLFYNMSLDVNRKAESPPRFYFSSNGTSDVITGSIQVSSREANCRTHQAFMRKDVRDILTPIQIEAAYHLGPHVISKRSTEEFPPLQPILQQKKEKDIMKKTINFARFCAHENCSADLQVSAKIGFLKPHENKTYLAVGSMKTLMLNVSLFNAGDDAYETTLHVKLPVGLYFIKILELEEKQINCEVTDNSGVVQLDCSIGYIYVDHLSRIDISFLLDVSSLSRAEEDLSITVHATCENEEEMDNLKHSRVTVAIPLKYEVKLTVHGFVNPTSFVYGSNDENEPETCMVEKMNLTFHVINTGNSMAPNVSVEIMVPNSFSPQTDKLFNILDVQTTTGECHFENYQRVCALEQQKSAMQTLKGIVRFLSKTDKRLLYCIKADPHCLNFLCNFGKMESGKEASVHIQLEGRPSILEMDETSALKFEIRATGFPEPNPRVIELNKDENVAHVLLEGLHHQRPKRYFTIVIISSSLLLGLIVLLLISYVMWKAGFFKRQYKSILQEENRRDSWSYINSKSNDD
VLA-4 agonist = allosterically activates the human VLA-4 integrin; P13612; AID 528; Jurkat cells, LDV-FITC binding, flow cytometry; activation, % at 10 µM (by protocol); 24,000 tested, under 10 active;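 active means fluorescent ligand binding to cells raised by more than 40% of the manganese-induced maximum; inconclusive means compound's own fluorescence above 85% of the ligand control signal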;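 further: 0% = ligand binding without compound and 100% = manganese-stimulated maximal binding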
LNCaP diff act = promotes differentiation of LNCaP prostate cells. flow cytometry side scatter, 4 d. side scatter shift, % at 10 µM. hit rate 0.56% among 24,000;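 active means side scatter shift above 30%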;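 further: androgen-responsive LNCaP prostate cancer cells in charcoal-stripped serum medium; percent of cells past a gate set so DMSO wells show 10% shift; higher shift means more granular cells and more differentiation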
* = called active by the depositor; ? = inconclusive; / = not tested or not shown. Some of the compounds tested (hit frequency here may not be typical).

SMILES	Autofluor Jurkat	VLA-4 antagonist	VLA-4 agonist	LNCaP diff act
CCC(=O)N1CCc2cc(S(=O)(=O)NC(C(=O)NCc3ccccc3)C(C)C)ccc21 (stereo not drawn)	1.1	0	-15	12
Cn1ccnc1SCCC#N	1.1	-14	4	1
CC(=O)Nc1nc(C)nc(C)c1C(C)=O	1.6	?	?	6
CC(=O)N1CCc2cc3nc(C)cc(C)c3cc21	1.2	-23	-20	20
O=C1CC(c2ccc(S(=O)(=O)NCc3ccccc3)cc2)CN1 (stereo not drawn)	1.1	-3	5	11
CCCCn1nnnc1NCc1cccs1	1.1	-13	-2	0
CCOC(=O)N1CCN(C(=O)c2ccc3nc(N4CCCCC4)sc3c2)CC1	0.87	27	9	3
CCOC(=O)C1CCN(CC(O)COc2ccc(C(C)=O)cc2)CC1 (stereo not drawn)	0.99	-23	2	5
O=C(CS(=O)(=O)c1cn(Cc2ccccc2Cl)c2ccccc12)N1CCOCC1	1.1	9	-2	16
Cc1ccccc1-n1c(=O)cc(N2CCN(C(=O)c3ccco3)CC2)[nH]c1=O	0.91	5	0	9
Cc1ccc(C(=O)N(CN2CCCC2=O)c2ccccc2)cc1C	0.67	12	10	2
COc1ccc(-c2nc(C#N)c(N3CCOCC3)o2)cc1OC	1.2	-15	-8	10
CCN1C=C(Cc2cccs2)C2=C(C1)C(c1cccs1)C(C#N)=C(N)O2 (stereo not drawn)	3.1*	?	?	/
Fc1cc(F)c2nc(N3CCOCC3)sc2c1	1	4	-1	5
Cc1ccc(N2CCN(c3ccc(C)cc3)C(CC(=O)O)C2=O)cc1 (stereo not drawn)	1.1	-5	-10	6
Cc1ccc(NC(=O)CCC(=O)O)cc1F	0.98	-6	2	9
CC1Cc2nc(SCC(=O)Nc3ccc4c(c3)OCO4)n(-c3ccc(F)cc3)c(=O)c2S1 (stereo not drawn)	1	14	-18	3
O=C(CN1CCN(Cc2ccccc2Cl)C1=O)N1CCCCCC1	1	-6	-1	2
CCc1nn2c(N3CCOCC3)cc(C)nc2c1-c1ccc(F)cc1	1	-5	-6	0
Cc1nc(NC2=NCN(CCc3ccccc3)CN2)nc2c(C)cccc12	1	-12	4	11

Compound profiles, from the list above. Screens in order: Autofluor Jurkat | VLA-4 antagonist | VLA-4 agonist | LNCaP diff act
O=C(CN1CCN(Cc2ccccc2Cl)C1=O)N1CCCCCC1 is listed as 1 | -6 | -1 | 2
CC1Cc2nc(SCC(=O)Nc3ccc4c(c3)OCO4)n(-c3ccc(F)cc3)c(=O)c2S1 (stereo not drawn) is listed as 1 | 14 | -18 | 3
Cc1ccc(C(=O)N(CN2CCCC2=O)c2ccccc2)cc1C is listed as 0.67 | 12 | 10 | 2

Returning to the listing; the four compounds before the break are reprinted first.
SMILES	Autofluor Jurkat	VLA-4 antagonist	VLA-4 agonist	LNCaP diff act
CC1Cc2nc(SCC(=O)Nc3ccc4c(c3)OCO4)n(-c3ccc(F)cc3)c(=O)c2S1 (stereo not drawn)	1	14	-18	3
O=C(CN1CCN(Cc2ccccc2Cl)C1=O)N1CCCCCC1	1	-6	-1	2
CCc1nn2c(N3CCOCC3)cc(C)nc2c1-c1ccc(F)cc1	1	-5	-6	0
Cc1nc(NC2=NCN(CCc3ccccc3)CN2)nc2c(C)cccc12	1	-12	4	11
O=C1c2ccccc2C(=O)N1CC1c2ccccc2CCN1S(=O)(=O)c1cnc[nH]1 (stereo not drawn)	1	4	13	4
CCOC(=O)N1CCC(N2CC34C=CC(O3)C(C(=O)O)C4C2=O)CC1 (stereo not drawn)	0.94	-4	2	4
C=CCSc1ncccc1C(=O)O	1.1	-9	1	8
CCOC(=O)c1cnn(CCOC(=O)c2cccs2)c1NC(=O)c1cccs1	1	-11	-4	12
CSC1=NCCN1C(=O)c1ccc(S(=O)(=O)N2CCCC2)cc1	0.92	2	8	7
CC(=O)N1CCc2cc(S(=O)(=O)CCC(=O)NCc3ccc4c(c3)OCO4)ccc21	1.1	-15	-2	8
Cc1cc(=O)[nH]c(SCC(=O)c2ccc(C(C)C)cc2)n1	1.1	11	-13	11
CC(=O)c1ccc(NC(=O)CSc2nnc(NC(=O)CN3CCOCC3)s2)cc1	1	-23	0	2
CN(C)C(=O)N1CCC(C(=O)NCc2ccccc2)CC1	0.95	20	4	8
CCCc1[nH]nc2c1C(c1cn[nH]c1-c1ccc(F)cc1)C(C#N)=C(N)O2 (stereo not drawn)	1	-27	2	5
O=C1OCCN1CCN(CN1C(=O)CCC1=O)CN1C(=O)CCC1=O	1.1	-13	-2	6
Cc1onc(-c2ccccc2)c1C(=O)Nc1cccc(C#N)c1	1	7	7	3
CN(CC(=O)N1CC(=O)N(CCc2ccccc2)C(=O)C1)S(=O)(=O)c1cccc2nsnc12	1	29	6	6
COc1cc(NC(=O)c2cc3c(=O)n(C)c4ccccc4c3n2C)cc(OC)c1OC	1	3	2	6
CCC(C)(C(=O)NC1CCCC1)N(C(=O)CNC(C)=O)c1ccc(C)cc1 (stereo not drawn)	1	-12	1	6
Cc1nc2c(C(=O)N3CCCCC3)cnn2c(C)c1Cc1ccccc1F	1.1	11	2	7
CC1CCCCN1C(=O)Cn1nnc(-c2cccnc2)n1 (stereo not drawn)	1	-6	6	4
Cc1ccc(/C=c2\sc3nc(-c4ccccc4Br)nn3c2=O)o1	1.9	?	?	8
CCOC(=O)N1CCN(C(=O)c2ccc3c(=O)n(-c4ccc(OC)cc4)c(=S)[nH]c3c2)CC1	0.87	3	2	13
O=C(CN1CCN(S(=O)(=O)c2ccc(Br)cc2)CC1)Nc1ccccc1F	1	-17	-7	4
O=C(CCCN1C(=O)CSc2ncccc21)N1CCN(c2cccc(C(F)(F)F)c2)CC1	1.1	4	-4	8
CCOc1ccc(Cn2nnc(C(=O)NCc3ccc(OC)cc3)c2N)cc1	0.97	-3	2	9
Cn1c(-c2ccccc2)cccc1=O	1.1	21	0	5
CCOC(=O)N1CCC(NC(=O)CCS(=O)(=O)c2ccc3c(c2)CCN3C(=O)CC)CC1	1.1	13	-1	12
CC(=O)N1c2ccc(S(=O)(=O)CCC(=O)O)cc2CC1C (stereo not drawn)	1.1	61*	-3	9
CCOc1ccc(N2CC(C(=O)Nc3cccc(C)c3C)CC2=O)cc1 (stereo not drawn)	1.1	-16	1	4
CNC(=O)C1C2C=CC3(O2)C1C(=O)N(C1CC1)C3C(=O)NCc1ccc(OC)cc1 (stereo not drawn)	1	-14	-2	4
COc1ccc(CCNC(=O)C2CCCN(S(C)(=O)=O)C2)cc1OC (stereo not drawn)	1	10	0	0
CCOc1c(OC)cc(C2C(C#N)=C(N)Oc3n[nH]c(-c4ccncc4)c32)cc1OC (stereo not drawn)	0.94	-15	8	4
COc1ccc(C(=O)c2ccc(OC)c(OC)c2)cc1OC	0.99	22	-5	9
Cc1nn(Cc2ccc(F)cc2)c(C)c1NC(=O)c1cc(-c2ccc3c(c2)OCO3)on1	1.1	5	-12	30*
Cc1ccc(N(CN2CCCC2=O)C(=O)c2ccc(OC(C)C)cc2)cc1	2.4	?	?	11
c1coc(CN2CN=C(Nc3nc4ccccc4s3)NC2)c1	1	-6	6	11
CC1CC(C)CN(C(=O)Cn2c(=O)n(CCCCC(=O)NCc3ccco3)c(=O)c3ccccc32)C1 (stereo not drawn)	1.1	-3	0	3
CC1Oc2ccccc2N(Cc2ccccc2Cl)C1=O (stereo not drawn)	0.95	2	-4	10
CN(C)S(=O)(=O)c1ccc(NC(=O)C2COc3ccccc3O2)cc1 (stereo not drawn)	1.1	18	-2	12
CCOC(=O)c1cc2c(=O)n3ccccc3nc2n(CCOC)c1=NC(=O)C(C)(C)C	1.1	-16	-5	7
Nc1cc(C(=O)O)ccc1Nc1ccccc1	1	6	0	3
CCOC(=O)c1c(C)c(C(=O)NCC2CCCO2)c(C)n1C (stereo not drawn)	1	-9	0	13
COc1cccc(NC(=O)c2ccccc2NS(C)(=O)=O)c1	1	8	-6	11
O=C(CCN1C(=O)C2C3C=CC(C3)C2C1=O)NCCc1ccccc1 (stereo not drawn)	0.95	-12	5	8
COc1ccc(-c2nc3n(n2)C(c2ccccc2Cl)C(C(N)=O)=C(C)N3)cc1 (stereo not drawn)	1	-23	1	4
COc1ccc(Cn2c(CCCO)nc3ccccc32)cc1OC	1	-10	3	5
COc1ccc2c(c1)CCc1c(C(=O)NCCc3ccc(OC)c(OC)c3)noc1-2	1.2	?	?	3
COc1ccc(Cn2nnnc2C(c2cccs2)N2CCOCC2)cc1 (stereo not drawn)	1.1	-8	0	14
COc1ccc(C2=Nn3c(nnc3-c3cccnc3)SC2)cc1	1.1	17	-5	8
CSc1nsc(SC)c1NC(=O)OCc1ccccc1	1	3	-2	7
C=CCn1c(NC(=O)c2ccc(C)cc2)c(C#N)sc1=N	1.1	-27	10	7
Nc1nnc(-c2cc3ccccc3oc2=O)s1	1.1	5	4	9
Cc1cccc(Cc2nnc(NC(=O)c3cccc(S(=O)(=O)N4CCOCC4)c3)s2)c1	1.1	-16	-2	5
C/C(O)=c1/ccc2cccc3nc(C)nc1c23	3.5*	?	?	16
O=C(Nc1nncs1)c1ccc(N2C(=O)C3C4C=CC(C4)C3C2=O)cc1 (stereo not drawn)	1.2	-25	-8	20
N#C/C(=C(/O)CN1CCOCC1)c1nc2ccccc2s1	1	-16	5	2
COCC(=O)N(Cc1ccc(OC)cc1)Cc1nc2ccccc2c(=O)[nH]1	1	-14	8	11
O=C(CSc1nc(O)c(Cc2ccccc2F)c(=O)[nH]1)N1CCCCCC1	1	-17	-2	16
CC(C)OC(=O)CN1C(=O)C(C)(C)Oc2ccc(C(=O)NC3CC3)cc21	1	-10	-4	11
COc1ccc(NC(=O)N(Cc2ccc(C)cc2)Cc2ccccn2)c(OC)c1	1	15	-6	5
COc1cc2c(cc1NCc1ccccn1)oc1ccccc12	1.1	-10	-1	8
Cc1nn(-c2ccccn2)c2c1-c1nc(N)ncc1CC2	1	3	-2	6
CCC1=C(C(=O)OC)C(c2cc(OC)ccc2OC)C(C#N)=C(N)O1 (stereo not drawn)	0.99	0	-10	6
(more compounds)
SMILES	Autofluor Jurkat	VLA-4 antagonist	VLA-4 agonist	LNCaP diff act
CCC1c2ccc(C)n2CCN1C(=O)Nc1ccc(F)cc1 (stereo not drawn)	1.5	?	?	4
COc1cc(OC)c(C2N(c3cc(C)on3)C(=O)C3CCCN32)cc1OC (stereo not drawn)	1	2	5	11
O=C(NO)c1ccc(OC(F)F)cc1	1.1	1	-1	11
CCCCNC(=O)c1cc2c(-c3ccc(Cl)cc3)nn(C)c2s1	1.1	?	?	4
CC(Sc1nc(-c2ccccc2)cc(C(F)(F)F)n1)C(=O)N1CCC(C(N)=O)CC1 (stereo not drawn)	0.96	-18	-7	2
Cc1c(C(=O)NCC2CCCO2)oc2ccc(S(=O)(=O)N3CC(C)CC(C)C3)cc12 (stereo not drawn)	1	5	2	7
O=C(Cn1ncc2c1-c1ccccc1OC2)N1CCc2ccccc21	1	-3	3	13
CC1CC(NC(=O)c2cnc3n(c2=O)CCS3)CC(C)(C)C1 (stereo not drawn)	0.99	-8	6	4
CCCS(=O)(=O)N1CCCC(C(=O)NCCN2CCCCC2C)C1 (stereo not drawn)	1.1	-2	-6	6
CCOC(=O)N1CCN(C(=O)c2nn(-c3ccc(C)cc3)c(=O)c3c2c2ccccc2n3C)CC1	1	-2	-2	9
Cc1ccc(Cn2ccc(NC(=O)c3noc4c3CCCCC4)n2)cc1	1.1	13	-5	4
Cc1cccc(C)c1NC(=O)CS(=O)CC(=O)NC1CCCc2ccccc21 (stereo not drawn)	1.1	-22	2	4
CC(=O)NC(CCS(C)(=O)=O)C(=O)Nc1cccc(C)c1C (stereo not drawn)	1	-7	1	4
Cn1c(C(=O)N2CCCC(C(=O)NCCCc3ccccc3)C2)cc2sccc21 (stereo not drawn)	1.1	-2	-7	5
CC(=O)c1cccc(N=C2C(=O)Nc3ccccc32)c1	1.1	-8	3	11
CCc1ccccc1NC(=O)CN1C(=O)C2CCCN2c2ncc(Cl)cc21 (stereo not drawn)	1.3	?	?	11
COc1ccc(-c2cc(C(=O)NC3CCCC3)no2)cc1OC	1.1	3	-2	6
CC(NC(=O)Cn1cc2c(n1)CCCCC2)c1ccccc1 (stereo not drawn)	1	-1	0	10
O=C(CSc1nc2[nH]ncc2c(=O)n1-c1ccccc1)N1CCCc2ccccc21	1.1	?	?	5
O=C(NC1=NCCS1)NC12CC3CC(CC(C3)C1)C2	1.1	-6	0	8
CCc1c(C)nc(SCC(=O)Nc2ccc(Br)cc2)[nH]c1=O	1.1	-12	-5	10
C=CCn1c(COc2ccc(CC)cc2)nnc1SC/C(O)=C(\C#N)c1nc2ccccc2[nH]1	2.2	-8	4	2
Cc1ccc(S(=O)(=O)N2CCN(C(=O)CSc3nc4ccccc4o3)C2)cc1	1.1	5	-8	13
CCOC(=O)Cc1csc(NC(=O)c2cccc(OC)c2)n1	1.1	-6	-2	7
Cc1ccc(C(C(=O)NC2CCCC2)N2CCCCC2)cc1 (stereo not drawn)	1.1	7	3	8
